Screening results (PubChem)
IMPase Li inh: cell-permeable IMPase inhibitors with lithium potentiation; CHO-M1 cells, IP1 TR-FRET (IP-One), carbachol + lithium; hit rate 0.35% among 210,000; AID 1457; Potency, µM (series often up to 59.4 µM), without a hit: at the highest dose activity, negative = IMPase inhibition, actives largely listed as inhibitors;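 also: IP1 builds up when IMPase is blocked and the TR-FRET signal falls; potency is read from the fitted curve at half-maximal effect; plate controls were basal vehicle for no effect and high inhibitor control for full effect; nearly all actives have a fitted effect of over 50% in size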
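CHO-M1, 2000 cells/well, 16–30 h culture; cpd + low Li+, 30 min 37C; lysis with d2-IP1/Eu-anti-IP1 Ab, 10 min RT; TR-FRET 665/620 ratio and 620 channel; AC50 via Hill.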
Luc counter: blocks Kinase-Glo luciferase, a counter-screen artifact; hit rate 0.28% among 200,000; Kinase-Glo luciferase, ATP luminescence, 8 min; Q27757; Potency, µM (top dose mostly 38.3 µM), for the others: top-dose activity change, negative = inhibition, actives largely listed as inhibitors; also: potency is read from the fitted curve at half-maximal effect; % is scaled to controls: 0 for no effect and ±100 for the full control effect; nearly all actives have a fitted effect of over 60% in size
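Light output from Kinase-Glo luciferase with luciferin and 10 uM ATP in 50 mM imidazole pH 7.2, KCl, MgCl2, Tween 20, BSA; compound pin-delivered, 8-min ambient incubation, then luminescence read.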
L3MBTL1 block: blocks human L3MBTL1; Q9Y468; AlphaScreen L3MBTL1–H3K9me1 peptide binding; Potency, µM (top dose mostly 57.1 µM), for inactives: at the top dose activity, negative = inhibition, hits mostly inhibitors; hit rate 0.66% among 230,000; also: potency is read from the fitted curve at half-maximal effect; % is scaled to controls: 0 for no effect and ±100 for the full control effect; nearly all actives have a fitted effect of over 60% in size
Target sequence (Q9Y468 whole entry, looked up): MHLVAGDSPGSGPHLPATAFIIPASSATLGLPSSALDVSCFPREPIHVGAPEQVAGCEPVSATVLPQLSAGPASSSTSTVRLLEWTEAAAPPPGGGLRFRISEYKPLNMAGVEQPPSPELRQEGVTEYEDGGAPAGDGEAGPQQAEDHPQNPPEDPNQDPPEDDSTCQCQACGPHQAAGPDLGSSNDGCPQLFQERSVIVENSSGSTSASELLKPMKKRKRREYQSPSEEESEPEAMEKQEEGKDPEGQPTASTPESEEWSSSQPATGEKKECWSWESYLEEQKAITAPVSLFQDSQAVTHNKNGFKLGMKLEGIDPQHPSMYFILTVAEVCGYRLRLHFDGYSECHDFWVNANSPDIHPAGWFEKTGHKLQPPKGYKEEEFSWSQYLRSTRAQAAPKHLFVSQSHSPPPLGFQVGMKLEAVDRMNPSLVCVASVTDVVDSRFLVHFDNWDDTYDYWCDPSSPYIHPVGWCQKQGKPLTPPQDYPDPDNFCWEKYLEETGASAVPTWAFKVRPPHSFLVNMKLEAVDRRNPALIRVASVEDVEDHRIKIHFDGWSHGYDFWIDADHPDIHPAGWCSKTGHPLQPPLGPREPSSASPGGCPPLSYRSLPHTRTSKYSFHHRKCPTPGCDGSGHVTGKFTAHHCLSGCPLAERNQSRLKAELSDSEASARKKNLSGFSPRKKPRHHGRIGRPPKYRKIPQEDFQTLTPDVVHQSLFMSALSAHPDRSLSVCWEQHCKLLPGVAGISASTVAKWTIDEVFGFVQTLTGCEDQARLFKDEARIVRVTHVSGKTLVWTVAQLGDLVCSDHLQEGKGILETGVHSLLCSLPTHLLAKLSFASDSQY
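L3MBTL1 (50 nM) pre-complexed 30 min with biotinylated H3(1-15)K9me1 peptide (75 nM), then compounds added for 30 min at room temperature; AlphaScreen streptavidin donor/nickel chelate acceptor beads (10 ug/mL final) read after 30 min dark incubation.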
CBFb-RUNX1 inh: CBF-beta/RUNX1 interaction disruption; AlphaScreen CBFb-His/RUNX1-biotin binding, biochemical; Potency, µM (series often up to 59.8 µM), inactives show at the top dose activity, negative = inhibition, most hits filed as inhibitors; 230,000 tested, under 10 active; AID 1477; also: % of control where 0% means no effect
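CBF-beta (His) and RUNX1 (biotin), 30 nM each; 20 min preassociation; + compound, 15 min; + beads 50 ng each (Ni, streptavidin), 90 min; RT; AlphaScreen read.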
NPSR antagonist: neuropeptide S receptor (human) antagonism, cAMP | Potency, µM (doses to about 38.3 µM), for inactives: at the highest dose activity change, negative = inhibition, hits mostly inhibitors | CHO-NPSR cells, cAMP TR-FRET, antagonist mode | hit rate 1% among 220,000 | Q6W5P4; also: potency is read from the fitted curve at half-maximal effect; % is scaled to controls: 0 for no effect and ±100 for the full control effect; nearly all actives have a fitted effect of over 50% in size; many of its hits are not listed in these tables
HTT aggregate: mutant huntingtin aggregation inhibition | PC12 HttQ103-GFP aggregates, Acumen cytometry, 40 h | Potency, µM (top dose mostly 46.1 µM), inactives show at the top dose activity change, negative = inhibition, hits mostly inhibitors | hit rate 1.1% among 220,000; also: potency is read from the fitted curve at half-maximal effect; % is scaled to controls: 0 for no effect and ±100 for the full control effect; nearly all actives have a fitted effect of over 60% in size
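Ecdysone-promoter PC12 model expressing HTT exon 1 Q103 fused to GFP, induced by tebufenozide at 100 nM final. Compounds titrated; aggregates sized 1–25 µm scored on a 488 nm laser cytometer.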
Epigenetic reg: regulators of epigenetic silencing causing reporter derepression in mouse cells | hit rate 0.2% among 280,000 | AID 1865 | murine LDR cells, GFP reporter derepression, 30 h | Potency, µM (top dose mostly 53.9 µM), inactives show top-dose GFP activation, actives largely listed as activators; also: potency is read from the fitted curve at half-maximal effect; % of control where 0% means no effect; nearly all actives have a fitted effect of over 60% in size
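Derepression of a silenced CMV-GFP reporter in murine LDR cells is scored by enumerating GFP-positive cells with a laser-scanning microplate cytometer after 30 hours of treatment at 37 C.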
The depositor's hits bear a star; [ ] = dose if it differs, or a comment. Calls follow the shape of the dose curve; as a rule, active = well fitted curve in the direction sought with a large enough effect; inconclusive = small, poorly fitted or top-dose-only effect, or another doubt; inactive = no such curve, though single readings can be large; an effect the other way counts as inactive or inconclusive. Not all compounds are listed, so the mix of outcomes need not match the whole.

Results for COc1ccc(N2CCN(C3=CC(=O)N(c4cccc(Cl)c4)C3=O)CC2)cc1 ?
IMPase Li inh: inconclusive; Luc counter: -2.1%; L3MBTL1 block: 0.3%; CBFb-RUNX1 inh: -27.5%; NPSR antagonist: -11.6%; HTT aggregate: -13.1%; Epigenetic reg: -1.2%

Results for Cc1cccc(CS(=O)(=O)Cc2ccc(C(=O)NCCCN3CCOCC3)o2)c1 ?
IMPase Li inh: 5.8%[38.3 µM]; Luc counter: 4.2%; L3MBTL1 block: -11.9%; CBFb-RUNX1 inh: -1.9%; NPSR antagonist: -2.3%[46.1 µM]; HTT aggregate: 10.2%; Epigenetic reg: 0.3%

What do the screens show for `CC1(c2nnc(-c3ccc(F)cc3)o2)CC(c2ccc([N+](=O)[O-])cc2)=NO1` (stereo unspecified)?
CBFb-RUNX1 inh: -0.9%; NPSR antagonist: -2.2%; HTT aggregate: -25.7%[9.22 µM]; Epigenetic reg: -0.7%

How did O=C(CSc1ncn[nH]1)Nc1ccccc1-c1ccccc1 do in these assays?
IMPase Li inh: 7.2%[38.3 µM]; Luc counter: 1.3%; L3MBTL1 block: 12.0%; CBFb-RUNX1 inh: 0.7%; NPSR antagonist: -0.1%[46.1 µM]; HTT aggregate: -7.7%; Epigenetic reg: 0.9%

How did COCC(=O)NC(C)c1nc2ccccc2[nH]1 (stereo unspecified) do in these assays?
IMPase Li inh: 18.1%[38.3 µM]; Luc counter: -1.4%; L3MBTL1 block: 3.8%; CBFb-RUNX1 inh: 6.3%; NPSR antagonist: -1.7%[46.1 µM]; HTT aggregate: -14.3%; Epigenetic reg: 0.0%

How did O=C(Nc1ccccn1)c1ccc([N+](=O)[O-])o1 do in these assays?
IMPase Li inh: 12.0%; Luc counter: -3.1%; L3MBTL1 block: -5.5%; CBFb-RUNX1 inh: -6.6%; NPSR antagonist: 9.1%; HTT aggregate: -26.9%; Epigenetic reg: -0.9%

How did O=C(NCCCCCCCCCNC(=O)C(F)(F)F)C(F)(F)F do in these assays?
IMPase Li inh: 16.2%[38.3 µM]; Luc counter: -6.0%; L3MBTL1 block: 8.4%; CBFb-RUNX1 inh: -1.9%; NPSR antagonist: -9.0%[46.1 µM]; HTT aggregate: 12.2%; Epigenetic reg: 0.8%

Results for O=C(CSc1nc(-c2ccc(F)cc2)cs1)NCCN1C(=O)CSC1=O ?
IMPase Li inh: 6.7%; Luc counter: -1.6%; L3MBTL1 block: 0.3%; CBFb-RUNX1 inh: 10.4%; NPSR antagonist: -2.8%; HTT aggregate: 25.7%; Epigenetic reg: 9.2%

What do the screens show for `CCOP(=O)(OCC)C(NC(=O)Nc1ccc(Cl)c(Cl)c1)c1ccccc1` (stereo unspecified)?
IMPase Li inh: 13.6%; Luc counter: 1.9%; L3MBTL1 block: -2.3%; CBFb-RUNX1 inh: 1.9%; NPSR antagonist: -35.5%; HTT aggregate: -18.7%; Epigenetic reg: -3.0%

What do the screens show for `COc1ccc(-c2nnn(CC(=O)Nc3sc4c(c3C#N)CCCC4)n2)cc1`?
IMPase Li inh: 23.5%[38.3 µM]; Luc counter: -5.8%; CBFb-RUNX1 inh: -0.8%; NPSR antagonist: -16.6%[46.1 µM]; HTT aggregate: 12.3%; Epigenetic reg: 1.0%

Results for Cc1nnc(SCC(=O)Nc2ncc3c(n2)CC(C)(C)CC3=O)s1 ?
IMPase Li inh: 1.2%[38.3 µM]; Luc counter: 15.7%; CBFb-RUNX1 inh: -1.6%; NPSR antagonist: 2.8%[46.1 µM]; HTT aggregate: inconclusive; Epigenetic reg: 2.1%

How did O=C(CCC1CCCCC1)Nc1ccc(S(=O)(=O)Nc2nccs2)cc1 do in these assays?
IMPase Li inh: 28.3%[38.3 µM]; Luc counter: 14.2%; CBFb-RUNX1 inh: 1.3%; NPSR antagonist: -16.6%[46.1 µM]; HTT aggregate: 7.9%; Epigenetic reg: -1.0%

How did O=C(Cn1nnc(-c2ccccc2)n1)NCc1cccs1 do in these assays?
IMPase Li inh: 7.5%[38.3 µM]; Luc counter: -3.7%; L3MBTL1 block: -5.4%; CBFb-RUNX1 inh: 8.3%; NPSR antagonist: 14.5%[46.1 µM]; HTT aggregate: 19.9%; Epigenetic reg: -0.7%

How did O=C(Cn1cnc(Cl)c1Cl)c1ccccc1 do in these assays?
IMPase Li inh: -6.7%; Luc counter: 10.2%; L3MBTL1 block: 0.6%; CBFb-RUNX1 inh: inconclusive; NPSR antagonist: -1.4%; HTT aggregate: -25.1%; Epigenetic reg: -0.1%

Results for O=C(CN1CCN(c2ccccc2)CC1)Nc1ccccc1Sc1ccccc1 ?
L3MBTL1 block: -1.4%; CBFb-RUNX1 inh: -3.4%; NPSR antagonist: -10.9%[46.1 µM]; HTT aggregate: inconclusive; Epigenetic reg: -0.9%

What do the screens show for `O=C(NNC(=S)NC1CCCCC1)c1ccc(Cl)s1`?
IMPase Li inh: -0.8%; Luc counter: -0.8%; L3MBTL1 block: -3.3%[11.4 µM]; CBFb-RUNX1 inh: -6.0%; NPSR antagonist: -3.8%; HTT aggregate: inconclusive; Epigenetic reg: 0.1%

How did Cn1c(N)c(C(=O)Nc2c(Cl)cccc2Cl)sc1=S do in these assays?
L3MBTL1 block: -11.5%; CBFb-RUNX1 inh: -6.9%; NPSR antagonist: -12.9%; HTT aggregate: 15.2%[9.22 µM]; Epigenetic reg: -1.2%

How did O=Cc1ccc(OCC(=O)Nc2ccccc2-c2ccccc2)cc1 do in these assays?
IMPase Li inh: 2.4%; Luc counter: -2.9%; L3MBTL1 block: -1.1%; CBFb-RUNX1 inh: 1.2%; NPSR antagonist: -0.5%; HTT aggregate: -0.6%[9.22 µM]; Epigenetic reg: 0.0%

Results for COc1cccc2cccc(/C=N/n3cnnc3)c12 ?
IMPase Li inh: 4.8%; Luc counter: 0.3%; L3MBTL1 block: 5.1%; CBFb-RUNX1 inh: 11.9%; NPSR antagonist: -7.8%; HTT aggregate: -18.4%; Epigenetic reg: 2.6%

Results for COc1ccc(-n2c(SCC#N)nc3ccccc3c2=O)cc1 ?
IMPase Li inh: 27.2%[38.3 µM]; Luc counter: -1.5%; L3MBTL1 block: 3.2%[11.4 µM]; CBFb-RUNX1 inh: 2.5%; NPSR antagonist: -12.4%[46.1 µM]; HTT aggregate: 9.0%; Epigenetic reg: 0.0%

What do the screens show for `CCOc1ccc2c(c1)nc(SCC(=O)c1cccs1)n2C`?
IMPase Li inh: 2.8%[38.3 µM]; Luc counter: -2.7%; L3MBTL1 block: 0.6%; CBFb-RUNX1 inh: -2.2%; NPSR antagonist: inconclusive; HTT aggregate: 16.9%; Epigenetic reg: -1.8%

Results for CCOC(=O)C1(c2ccccc2)NC(c2ccccc2C)C2C(=O)N(c3ccc4c(c3)OCO4)C(=O)C21 (stereo unspecified) ?
IMPase Li inh: 9.9%; Luc counter: 1.2%; L3MBTL1 block: -3.2%; CBFb-RUNX1 inh: -3.5%; NPSR antagonist: -17.2%[46.1 µM]; HTT aggregate: 23.7%; Epigenetic reg: -2.0%

What do the screens show for `CCc1ccccc1Nc1nc(N)nc(CSc2nnnn2C)n1`?
IMPase Li inh: -2.7%; Luc counter: 9.6%; CBFb-RUNX1 inh: 6.2%; NPSR antagonist: -1.7%; HTT aggregate: inconclusive; Epigenetic reg: -2.1%

How did O=C(COC(=O)C1CCCCC1)Nc1ccc([N+](=O)[O-])cc1 do in these assays?
IMPase Li inh: -0.7%; Luc counter: 1.8%; L3MBTL1 block: -0.4%; CBFb-RUNX1 inh: -14.4%; NPSR antagonist: -0.5%; HTT aggregate: -6.6%; Epigenetic reg: 0.8%

What do the screens show for `Cn1cnnc1SCC(=O)Nc1ccc(Br)cc1F`?
IMPase Li inh: 23.4%[38.3 µM]; Luc counter: -1.9%; CBFb-RUNX1 inh: 0.4%; NPSR antagonist: -2.1%[46.1 µM]; HTT aggregate: 14.0%; Epigenetic reg: -1.0%

Results for COc1nc(N/N=C/c2cc3c(cc2Br)OCO3)nc(N2CCOCC2)n1 ?
L3MBTL1 block: 0.5%; CBFb-RUNX1 inh: 5.1%; NPSR antagonist: -14.7%[46.1 µM]; HTT aggregate: 8.9%; Epigenetic reg: 1.0%

How did CN(C)/C=C(\C#N)C(=O)N/N=C(\CC(=O)C(F)(F)F)c1ccco1 do in these assays?
IMPase Li inh: -2.4%; Luc counter: -0.1%; L3MBTL1 block: 0.7%; CBFb-RUNX1 inh: 4.3%; NPSR antagonist: 4.1%; HTT aggregate: 10.6%[9.22 µM]; Epigenetic reg: -1.9%[10.1 µM]

Results for O=C(NCc1ccco1)c1nn2cccnc2c1Cl ?
IMPase Li inh: -4.2%; Luc counter: 0.4%; L3MBTL1 block: 3.8%; CBFb-RUNX1 inh: 0.6%; NPSR antagonist: 19.3%; HTT aggregate: 24.7%; Epigenetic reg: 0.1%

What do the screens show for `CC1CCN(c2nc3ccccc3nc2N2CCC(C)CC2)CC1`?
IMPase Li inh: -10.3%[38.3 µM]; Luc counter: -0.9%; CBFb-RUNX1 inh: 2.2%; NPSR antagonist: -3.7%[46.1 µM]; HTT aggregate: -10.6%; Epigenetic reg: -0.7%

How did O=C(O)CCNS(=O)(=O)c1ccc2ccccc2c1 do in these assays?
IMPase Li inh: -9.5%[38.3 µM]; Luc counter: 5.2%; CBFb-RUNX1 inh: -1.3%; NPSR antagonist: -2.9%[46.1 µM]; HTT aggregate: 0.6%[9.22 µM]; Epigenetic reg: -6.4%

What do the screens show for `CN(C)c1oc(-c2ccco2)nc1C#N`?
IMPase Li inh: -5.5%[38.3 µM]; Luc counter: 14.1%; L3MBTL1 block: -0.1%; CBFb-RUNX1 inh: -1.8%; NPSR antagonist: -5.5%[46.1 µM]; HTT aggregate: -6.3%; Epigenetic reg: -1.0%

How did COc1ccc(C(=O)NNc2cc(C)nc(NNC(=O)c3ccc(OC)cc3)n2)cc1 do in these assays?
IMPase Li inh: 7.7%; Luc counter: -2.5%; L3MBTL1 block: 56.9%[activator]; CBFb-RUNX1 inh: 2.3%; NPSR antagonist: -14.3%; HTT aggregate: -7.6%[9.22 µM]; Epigenetic reg: 0.1%

What do the screens show for `COc1ccc(/C=N/NC(=O)CC(=O)NC2CCCCC2)cc1`?
IMPase Li inh: -3.3%; Luc counter: 5.7%; L3MBTL1 block: -20.2%; CBFb-RUNX1 inh: 2.5%; NPSR antagonist: 0.6%; HTT aggregate: -12.9%; Epigenetic reg: 0.8%
